Bioassay records from PubChem BioAssay.
MRP reversal = compounds reversing MRP-mediated drug resistance | H69AR cells + 2 uM doxorubicin, CellTiter-Glo, 72 h | differential viability (reversal), % at 10 µM | 0.04% of 85,000 active;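 active = viability drop by adding the cancer drug above about 55%, with treated viability meeting a 40% cutoff, limit read from the data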;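 note: viability without doxorubicin minus viability with 2 µM doxorubicin for each compound; larger differential means the compound sensitizes cells more to doxorubicin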
IL1B NFkB pot = enhances IL-1B driven NFkB nuclear translocation; HUVEC IL-1B NFkB p65 nuclear translocation imaging; activation, % at 2 µM; 0.3% of 94,000 active; AID 819;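 active = activation above 40%, about the mean plus 3 SD, also judged a hit on visual image review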;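 note: percent activation is computed from the nuclear over cytoplasmic p65 intensity ratio; values of inactives mirror those of a sister screen read the other way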
IL1B NFkB inh = blocks IL-1B driven NFkB nuclear translocation in HUVEC cells | HUVEC IL-1B NFkB p65 nuclear translocation imaging | inhibition, % at 2 µM | 0.43% of 94,000 active | AID 796;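 active = inhibition above about 30% together with a positive call from visual inspection of the well image, limit read from the data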;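 note: nuclear over cytoplasmic p65 intensity ratio measured by imaging; 0% = IL-1B stimulated DMSO wells and 100% = unstimulated DMSO wells; values of inactives mirror those of a sister screen read the other way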
Bcl-B displacement = displacers of TR3 peptide from Bcl-B, primary screen, selectivity assay for Bfl-1 inhibitor project, biochemical, fluorescence polarization; FP displacement of FITC-TR3 peptide from Bcl-B; higher % means a stronger effect; displacement, % at 20 µM; hits with a dose series show IC50 in µM; 0.11% of 96,000 active; AID 748;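 active = displacement above 50% at 20 µM plus a fluorescence interference ratio under 1.5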;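 note: plate controls were wells without compound for no effect and wells lacking Bcl-B protein for full effect; a part of the inactive calls stands beside numbers as strong as those of hits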
PLAP inhibitors HTS = PLAP enzyme inhibitors, biochemical, luminescence, HTS (AID 690); purified PLAP, luminescent substrate; higher % means a stronger effect; inhibition, % at 20 µM, or IC50 in µM where a hit was titrated; 0.08% of 96,000 active; in the data active = a potency from the dose series; inactive = the rest, 99 in 100 with inhibition below about 30%; note: strong numbers were not always called active
MRP reversal cytotoxicity = recorded beside MRP reversal, whose call it bears; viability, %; H69AR cells, CellTiter-Glo, 72 h; measured here: cytotoxicity without doxorubicin
MRP reversal with doxorubicin = also measured in MRP reversal; calls as there; viability, %; measured here: viability with 2 uM doxorubicin; active compounds read low
IL1B NFkB inh cell count 2 µM = also measured in IL1B NFkB inh; calls as there; cell count; measured here: cells passing quality filter;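 raw number of nuclei counted in each imaged well without normalization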
IL1B NFkB pot cell count 2 µM = also measured in IL1B NFkB pot; calls as there; cell count; measured here: cells passing quality filter
Numbers without * were called inactive; . = not tested or not shown.

item	canonical_smiles	MRP reversal with doxorubicin	IL1B NFkB inh cell count 2 µM	IL1B NFkB inh	MRP reversal	Bcl-B displacement
1	c1cncc(-c2noc(CC3CCCCC3)n2)c1	92	152	4	10	-9%
2	CCCSc1nc(C)cc(C)c1S(=O)(=O)c1ccccc1C	.	121	-8	.	0%
3	CC1Cc2nc(SCC(=O)Nc3ccc4c(c3)OCO4)n(Cc3ccccc3)c(=O)c2S1 (configuration not stated)	100	101	6	-6	5%
4	O=C(CSc1nc2ccccc2s1)CSc1nc2ccccc2s1	71	192	-24	0	-13%
5	Cc1cc2nncn2c(Cc2ccccc2)n1	93	.	.	-8	1%
6	Cc1ccc(NC(=O)N2CCN(c3ccccn3)CC2)cc1	93	155	1	10	-2%
7	COc1ccc(N2C(=O)CCC(C(=O)NCc3ccccn3)C2c2ccc(OC)c(OC)c2)cc1 (configuration not stated)	97	.	.	6	-5%
8	NNC(=O)c1cccc(COc2ccccc2Br)c1	.	186	2	.	13%
9	COc1ccc(N(CC(=O)NCc2ccccc2)S(=O)(=O)c2c(C)nn(C)c2C)cc1	83	75	-16	-1	-5%
10	Cc1ccc(-c2noc(-c3ccccc3C(=O)NCC3CCCO3)n2)cc1 (configuration not stated)	88	119	2	2	-6%
11	CC(C)(C)OC(=O)N[C@@H](Cc1ccccc1)c1nnc(S(=O)(=O)Cc2ccccc2)o1	.	130*	38*	.	-4%
12	COc1ccccc1NC(=O)CN1CCN(CC(=O)Nc2ccc(Cl)c(C(F)(F)F)c2)CC1	29	113	5	-2	10%
13	O=C(O)CCCNC(=O)OCc1ccccc1	96	208	-4	0	2%
14	O=C(Cn1cnc2ccccc2c1=O)Nc1ccc(-c2nnc3n2CCCCC3)cc1	95	142	-6	-7	1%
15	CCc1cccc(NC(=O)CSC2=NS(=O)(=O)c3ccccc32)c1	4	151	10	-1	-7%

item	IL1B NFkB pot	IL1B NFkB pot cell count 2 µM	PLAP inhibitors HTS	MRP reversal cytotoxicity
1	-3	152	22%	102
2	8	121	18%	.
3	-6	101	-3%	94
4	24	192	-25%	71
5	.	.	-66%	86
6	-1	155	4%	104
7	.	.	-47%	102
8	-2	186	14%	.
9	16	75	-9%	82
10	-2	119	-7%	90
11	-38	130	-9%	.
12	-5	113	-49%	27
13	4	208	1%	97
14	6	142	-68%	88
15	-10	151	10%	3

Continued.
item	canonical_smiles	MRP reversal with doxorubicin	IL1B NFkB inh cell count 2 µM	IL1B NFkB inh	MRP reversal	Bcl-B displacement
16	COc1ccc(C2C(C(=O)NCc3cccnc3)c3cc(OC)c(OC)cc3C(=O)N2C)cc1 (configuration not stated)	84	188	-5	9	6%
17	O=C(CCN1CCCC1)Nc1ccc(Br)cc1	95	97	0	3	.
18	COC(=O)c1sc2nc(CN3CCOCC3)nc(N3CCOCC3)c2c1C	92	.	.	-7	-8%
19	CCOC(=O)CSC1=C(C#N)C(=O)NC(c2ccc(OC)c(OC)c2)S1 (configuration not stated)	5	189	-2	2	-29%
20	COc1ccc(N(CC(=O)NCc2cccs2)S(=O)(=O)c2c(C)n[nH]c2C)cc1	68	128	-20	18	-1%
21	CC(=O)N1CCN=C1SCc1ccc(F)cc1	90	184	2	3	-18%
22	CCC1CCC2(CC1)NNC(=S)NN2	.	124	12	.	10%
23	CC1=NC(=O)C(N=Nc2cccc3ccccc23)N1c1ccccc1 (configuration not stated)	98	100	-9	-13	.
24	CCOC(=O)N1CCN(C(=O)COc2ccc(S(=O)(=O)NC3CCCCC3)cc2C)CC1	86	161	0	10	-8%
25	C=CCOc1c(CNc2ccc(C(=O)O)cc2)cccc1OCC	.	143	-2	.	5%
26	CSc1cccc(NC(=O)CN(C)S(=O)(=O)c2ccc(F)cc2)c1	76	118	-5	10	-8%
27	CC(CN1CCCC(C(N)=O)C1)c1ccccc1 (configuration not stated)	.	133	1	.	-8%
28	COc1ccc(NC(=O)c2cn(-c3ccccc3)nc2-c2cc3ccccc3o2)cc1	.	185	-9	.	10%
29	Cc1ccc(NS(=O)(=O)c2cc(C(=O)O)ccc2Cl)cc1	91	144	0	-2	49%
30	Cc1cc(C(=O)OCC(=O)c2ccc3c(c2)NC(=O)CO3)c2ccccc2n1	.	188	-8	.	-136%

item	IL1B NFkB pot	IL1B NFkB pot cell count 2 µM	PLAP inhibitors HTS	MRP reversal cytotoxicity
16	5	188	-74%	93
17	0	97	.	98
18	.	.	-29%	84
19	1	189	-15%	6
20	20	128	-95%	86
21	-2	184	10%	94
22	-12	124	-37%	.
23	9	100	.	85
24	-1	161	-64%	96
25	1	143	4%	.
26	5	118	15%	86
27	-1	133	-41%	.
28	9	185	0%	.
29	0	144	-10%	89
30	8	188	-23%	.

3 entries from above, ordered by the number in IL1B NFkB pot, descending.
nr | Compound | IL1B NFkB pot
20 | COc1ccc(N(CC(=O)NCc2cccs2)S(=O)(=O)c2c(C)n[nH]c2C)cc1 | 20
16 | COc1ccc(C2C(C(=O)NCc3cccnc3)c3cc(OC)c(OC)cc3C(=O)N2C)cc1 (configuration not stated) | 5
17 | O=C(CCN1CCCC1)Nc1ccc(Br)cc1 | 0

The listing continues:
item	canonical_smiles	MRP reversal with doxorubicin	IL1B NFkB inh cell count 2 µM	IL1B NFkB inh	MRP reversal	Bcl-B displacement
31	Cc1c(C(=O)NC(C)C)sc2ncn(CC(=O)N3CCC(C)CC3)c(=O)c12	94	186	-2	-3	-9%
32	CCSc1nc2c(cnn2-c2ccc(C)c(C)c2)c(=O)[nH]1	79	147	2	0	-34%
33	Cc1cc(C)cc(-n2nc(C)cc2N)c1	55	160	-5	-12	7%
34	O=C(O)C1C2C=CC(C2)C1C(=O)NC1CCN(Cc2ccccc2)CC1 (configuration not stated)	95	65	8	-2	11%
35	CCNC(=S)NNC(=O)c1cc(CC(C)C)nc2ccccc12	.	94	1	.	1%
36	CN1CCN(CCN2CCn3c2nc2ccccc23)CC1	93	111	6	-1	-5%
37	CC1CCc2c(sc3nn[nH]c(=O)c23)C1 (configuration not stated)	102	55	-8	-14	-11%
38	COc1ccccc1-c1cc(C2CC2)nc(N)c1C#N	77	189	-36	15	-11%
39	COC(=O)c1nc2n(n1)C(c1cccc(Cl)c1)C1=C(CC(C)(C)CC1=O)N2 (configuration not stated)	80	205	4	4	-7%
40	CN(CCc1ccccn1)S(=O)(=O)c1ccccc1F	87	122	4	0	-3%
41	CCCn1nc2cc(C(=O)NCc3ccc(OC)cc3)ccc2c1OCC	.	117	6	.	4%
42	CCN1CCN(Cc2cccc(Oc3ccccc3)c2)CC1	84	172	2	6	-17%
43	CCN(CC)S(=O)(=O)c1cccc(C(=O)N2CCCCC2)c1	76	104	16	18	-12%
44	Cc1nn(CC(=O)Nc2ccccn2)c(=O)c2ccccc12	91	118	-15	3	-4%
45	O=c1cc(CO)oc(CN2CCC(Cc3ccccc3)CC2)c1O	84	185	10	-6	-9%

item	IL1B NFkB pot	IL1B NFkB pot cell count 2 µM	PLAP inhibitors HTS	MRP reversal cytotoxicity
31	2	186	-7%	91
32	-2	147	-21%	79
33	5	160	4%	43
34	-8	65	-34%	93
35	-1	94	-127%	.
36	-5	111	-16%	92
37	8	55	-14%	88
38	36	189	-1%	92
39	-4	205	-21%	85
40	-4	122	20%	87
41	-6	117	-2%	.
42	-2	172	-117%	90
43	-16	104	6%	94
44	15	118	13%	94
45	-9	185	-49%	78

Record cards, from the list above.
O=c1cc(CO)oc(CN2CCC(Cc3ccccc3)CC2)c1O across the screens: MRP reversal with doxorubicin: 84; IL1B NFkB inh cell count 2 µM: 185; IL1B NFkB inh: 10; MRP reversal: -6; Bcl-B displacement: -9%; IL1B NFkB pot: -9; IL1B NFkB pot cell count 2 µM: 185; PLAP inhibitors HTS: -49%; MRP reversal cytotoxicity: 78
Cc1cc(C)cc(-n2nc(C)cc2N)c1 across the screens: MRP reversal with doxorubicin: 55; IL1B NFkB inh cell count 2 µM: 160; IL1B NFkB inh: -5; MRP reversal: -12; Bcl-B displacement: 7%; IL1B NFkB pot: 5; IL1B NFkB pot cell count 2 µM: 160; PLAP inhibitors HTS: 4%; MRP reversal cytotoxicity: 43
Cc1nn(CC(=O)Nc2ccccn2)c(=O)c2ccccc12 across the screens: MRP reversal with doxorubicin: 91; IL1B NFkB inh cell count 2 µM: 118; IL1B NFkB inh: -15; MRP reversal: 3; Bcl-B displacement: -4%; IL1B NFkB pot: 15; IL1B NFkB pot cell count 2 µM: 118; PLAP inhibitors HTS: 13%; MRP reversal cytotoxicity: 94

Further entries follow.
item	canonical_smiles	MRP reversal with doxorubicin	IL1B NFkB inh cell count 2 µM	IL1B NFkB inh	MRP reversal	Bcl-B displacement
46	CCOC(=O)c1cccc(NC(=O)C2CCCN(S(=O)(=O)c3cnc[nH]3)C2)c1 (configuration not stated)	81	148	9	6	4%
47	CC1CCN(c2c(NCC3CCC(C(=O)N4CCCC(C)C4)CC3)c(=O)c2=O)CC1 (configuration not stated)	87	178	8	-2	-4%
48	O=C(NCc1ccco1)c1ccc2c(c1)N(Cc1ccccc1)C(=O)CS2	83	.	.	-7	4%
49	CC(C)(C)n1nnnc1C(c1cccc(C#N)c1)N1CCC(Cc2ccccc2)CC1 (configuration not stated)	75	163	9	13	-158%
50	COC(=O)CCC(=O)N1CCc2cc(S(=O)(=O)N3CCc4ccccc43)ccc21	72	133	-27	-2	0%
51	CCOc1ccc(CC(=O)C2C(=O)CC(C)(C)CC2=O)cc1OCC	97	138	-1	-1	0%
52	CCOC(=O)N/N=C/c1ccc(C)o1	.	151*	33*	.	-5%
53	Cc1ccc(S(=O)(=O)C2(C(=O)NCc3ccc4c(c3)OCO4)CC2)cc1	91	.	.	6	1%
54	Cc1nn(Cc2ccccc2Cl)c(C)c1N	105	127	-2	-17	-2%
55	Cc1ccccc1N(C)C(=O)c1coc(=O)c2ccccc12	86	148	4	11	-12%
56	O=C(CSc1nnc(-c2ccc(S(=O)(=O)N3CCOCC3)cc2)o1)c1ccccc1F	103	127	-13	14	4%
57	Cc1ccc(C(=O)N/C(=C/c2ccco2)C(=O)NCCc2c[nH]c3ccccc23)cc1C	.	114	-1	.	-16%
58	CCCC1CCC(C(=O)Nn2c(C)nc3ccccc3c2=O)CC1 (configuration not stated)	79	188	11	15	.
59	CCOC(=O)c1cccc(NC2c3ccccc3C(=O)N2Cc2ccco2)c1 (configuration not stated)	76	50	16	12	1%
60	COc1cccc(-c2cc(C(=O)O)[nH]n2)c1	108	165	-3	-6	-3%

item	IL1B NFkB pot	IL1B NFkB pot cell count 2 µM	PLAP inhibitors HTS	MRP reversal cytotoxicity
46	-9	148	-57%	86
47	-8	178	-63%	85
48	.	.	41%	76
49	-9	163	-40%	88
50	27	133	-36%	70
51	1	138	-2%	96
52	-33	151	15%	.
53	.	.	16%	97
54	2	127	12%	88
55	-4	148	-10%	97
56	13	127	-9%	116
57	1	114	-20%	.
58	-11	188	.	94
59	-16	50	-1%	88
60	3	165	12%	101

These rows are one share of the data, so the mix of outcomes need not match the whole.
